High-throughput results (PubChem)
Bim-Bcl-B = human Bim-Bcl-B interaction inhibition; Q9HD36; bead-based flow cytometry, Bim peptide-Bcl-B binding; inhibition, % at 10 µM; 190,000 tested, 0.073% active;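 further: 0% = tracer peptide without compound and 100% = reference inhibitor peptide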
Target sequence (Q9HD36 whole entry, looked up): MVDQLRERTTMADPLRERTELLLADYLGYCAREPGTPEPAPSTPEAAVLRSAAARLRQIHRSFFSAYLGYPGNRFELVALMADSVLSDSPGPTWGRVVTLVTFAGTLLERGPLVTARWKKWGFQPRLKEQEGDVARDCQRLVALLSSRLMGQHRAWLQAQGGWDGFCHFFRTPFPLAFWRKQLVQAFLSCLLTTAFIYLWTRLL
RGS4-Gao reg = human RGS4-Galphao interaction regulation; P09471; Multiplexed bead flow cytometry, RGS4-Galphao binding; actives lie on both sides; binding response (% of control), % at 10 µM; 220,000 tested, 0.33% active; AID 1415; in the data active means binding response below about 49% or above about 150%; inactive means in between;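 further: fluorescent Galphao activated with aluminum fluoride binding bead-coupled RGS4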
ABCG2 block = blocks JC-1 efflux by human ABCG2 transporter | Q9UNQ0 | IgMXP3 cells, flow cytometry | inhibition, % at 6.6 µM | 190,000 tested, 0.1% active | AID 1325;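 active means inhibition above 80%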;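 further: 0% = DMSO and 100% = nicardipine control wells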
Target sequence (Q9UNQ0 whole entry, looked up): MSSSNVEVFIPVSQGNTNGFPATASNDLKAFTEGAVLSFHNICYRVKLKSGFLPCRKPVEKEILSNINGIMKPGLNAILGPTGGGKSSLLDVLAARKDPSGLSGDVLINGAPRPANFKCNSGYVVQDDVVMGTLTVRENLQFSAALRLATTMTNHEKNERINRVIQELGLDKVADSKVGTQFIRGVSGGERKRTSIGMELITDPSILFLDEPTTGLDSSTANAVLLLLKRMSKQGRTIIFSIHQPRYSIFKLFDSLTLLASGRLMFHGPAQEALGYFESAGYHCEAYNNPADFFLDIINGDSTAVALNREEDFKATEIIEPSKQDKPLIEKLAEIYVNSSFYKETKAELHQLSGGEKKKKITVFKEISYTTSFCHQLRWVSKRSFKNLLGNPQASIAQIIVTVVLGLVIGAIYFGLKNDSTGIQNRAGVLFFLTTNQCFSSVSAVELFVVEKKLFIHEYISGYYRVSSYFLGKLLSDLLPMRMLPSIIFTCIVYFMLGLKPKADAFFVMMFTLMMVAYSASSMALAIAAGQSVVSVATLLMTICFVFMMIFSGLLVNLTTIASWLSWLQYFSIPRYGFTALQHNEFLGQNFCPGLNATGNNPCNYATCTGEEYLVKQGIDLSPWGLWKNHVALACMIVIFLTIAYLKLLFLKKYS
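Test system: IgMXP3 (ABCG2) plus far-red-tagged CCRF-Adr (ABCB1) cells / Amount: 3 million cells/mL in well / Reagent: JC-1 transporter substrate / Timing: 10 min compound exposure, 25 °C / Signal: flow cytometry, 530 nm JC-1 signal / Read-out: percent efflux inhibition, scaled nicardipine 100% to DMSO 0% / Benchmarks: nicardipine as high control, DMSO as low control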
Bcl-2 Bim block = disrupts Bim peptide binding to human Bcl-2; P10415; Bead-based flow cytometry, Bim peptide-Bcl-2 binding; inhibition, % at 10 µM; 190,000 tested, 0.06% active; AID 950; in the data active means inhibition above about 40%; inconclusive means no clear call, values can overlap the other calls;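 further: 0% = no compound wells with probe peptide and 100% = reference peptide inhibitor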
Bim-Bfl-1 = inhibitors of Bim-Bfl-1 interaction, human; Q16548; Bead-based flow cytometry, Bim-Bfl-1 binding inhibition; inhibition, % at 10 µM; 190,000 tested, 0.12% active;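 further: 0% = wells without compound plus tracer and 100% = blocker peptide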
RGS7-Gao = human RGS7-Galphao interaction regulation; binding response (% of control), % at 10 µM; Multiplexed bead flow cytometry, RGS7-Galphao binding; actives lie on both sides; P09471; 220,000 tested, 0.35% active; in the data active means binding response below about 49% or above about 150%; inconclusive means no clear call, values can overlap the other calls; inactive means in between;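 further: fluorescent Galphao held in activated GDP-AlF4 state binding bead-coupled RGS7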
Bcl-W Bim block = disrupts Bim peptide binding to human Bcl-W | Q92843 | bead-based flow cytometry | inhibition, % at 10 µM | 190,000 tested, 0.02% active | AID 952;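 further: 0% = bound tracer without compound and 100% = peptide blocker; higher means less fluorescent Bim peptide bound to Bcl-W beads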
Target sequence (Q92843 whole entry, looked up): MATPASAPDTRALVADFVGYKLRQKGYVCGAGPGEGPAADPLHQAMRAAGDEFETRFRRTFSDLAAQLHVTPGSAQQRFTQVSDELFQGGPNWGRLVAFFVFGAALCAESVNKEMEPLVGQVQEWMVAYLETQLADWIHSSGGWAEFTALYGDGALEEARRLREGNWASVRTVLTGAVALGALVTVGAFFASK
RGS8-Gao reg = regulators of human RGS8-Galphao interaction; response (percent of control binding), % at 10 µM; 220,000 tested, 0.34% active; P09471; multiplexed bead flow cytometry, RGS8-Galphao binding; actives lie on both sides; in the data active means response below about 60% or above about 140%; inactive means in between;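 further: Galphao activated as the GDP aluminium fluoride complex binding bead-coupled RGS8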
Bim-Bcl-XL = disrupts Bim peptide binding to human Bcl-XL; inhibition, % at 10 µM; 190,000 tested, 0.04% active; bead flow cytometry, fluorescence; Q07817
Bim-Mcl-1 = human Bim-Mcl-1 interaction inhibition. Bead-based flow cytometry, Bim peptide-Mcl-1 binding. inhibition, % at 10 µM. 190,000 tested, 0.1% active. Q07820. AID 1009;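 further: 0% = no compound tracer wells and 100% = peptide blocker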
ABCB1 inh = blocks JC-1 efflux by human ABCB1 transporter; 190,000 tested, 0.067% active; inhibition, % at 6.6 µM; P08183; CCRF-Adr cells, flow cytometry; in the data active means inhibition above about 40%;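 further: 0% = vehicle and 100% = reference inhibitor; higher value means more JC-1 retained so stronger ABCB1 efflux block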
Active calls of the source: *; ? = inconclusive; . = no result given. Unless noted, no stated cut-off is given here; in the data, active means inhibition above about 40%.

SMILES	Bim-Bcl-B	RGS4-Gao reg	ABCG2 block	Bcl-2 Bim block	Bim-Bfl-1	RGS7-Gao	Bcl-W Bim block	RGS8-Gao reg	Bim-Bcl-XL	Bim-Mcl-1	ABCB1 inh
CC1CC1C(=O)OCC(=O)c1c(N)n(C)c(=O)n(C)c1=O (stereo not drawn)	-7	93	-6	2	-2	95	1	95	-2	0	-2.4
Cc1ccc(C(=O)N2CCN(c3cnn(C)c(=O)c3Cl)CC2)cc1	-2	101	4	-3	-4	100	0	102	-1	0	0.3
O=C(CS(=O)(=O)c1cn(Cc2ccc(Cl)cc2)c2ccccc12)N1CCOCC1	6	100	1	3	5	96	3	98	8	4	0.4
Cc1ccc(CC2C(=O)N(CC(=O)O)C(=O)C2C)cc1 (stereo not drawn)	-4	101	0	-2	-9	100	2	103	-6	0	-0.1
c1ccc(N2CCN(c3ccccc3)C2c2ccncc2)cc1	-6	101	0	-8	-5	100	-7	102	-8	-4	0.0
CCc1ccc(NC(=O)COC(=O)CCCC2=NS(=O)(=O)c3ccccc3N2)cc1	4	88	1	2	4	89	0	76	-1	0	0.2
O=C(Cc1csc(NC(=O)c2ccc(F)cc2)n1)NO	-3	101	1	-3	-5	102	0	100	-3	-1	0.6
Cc1cc(C)c2nc(-c3ccccn3)cc(C(=O)Nc3ccc(S(=O)(=O)Nc4cc(C)on4)cc3)c2c1	-1	100	-1	0	0	100	16	99	0	-1	-0.7
Cc1ccc(Cl)cc1N1CCN(C(=O)c2cn(C)c(=O)c3c2c2ccccc2n3C)CC1	-1	99	4	-3	0	101	1	100	2	3	2.5
Cc1ccc(Sc2ccc(CN3CCCC3)cc2[N+](=O)[O-])cc1	-2	96	-1	-2	2	109	-3	98	-4	-4	-0.5
CCn1c(SCC(=O)N2CCCCC2)nc(O)cc1=O	1	101	-1	0	-2	102	0	100	3	2	-0.1
CC(NC(=O)c1ccccc1NC(=O)c1ccncc1)c1ccccc1 (stereo not drawn)	0	95	9	-2	-5	?	3	98	-1	-1	1.4
CCN(CC)S(=O)(=O)c1ccc(NC(=O)c2ccc(Sc3nncn3C)c([N+](=O)[O-])c2)cc1	-13	94	2	-5	-15	95	-8	98	-10	-6	-0.3
Cc1c(NC(=S)NC(=O)CCc2ccccc2)c(=O)n(-c2ccccc2)n1C	-3	100	3	-3	-4	103	-1	99	-3	-3	1.2
COc1ccc(N2CCN(C(=O)Cn3nnc(-c4ccccc4N)n3)CC2)cc1	-5	99	9	-3	1	99	0	98	-2	-4	0.6
CCCN(CC1CC1)C(=O)COc1ccccc1C(=O)NCc1ccccc1	-1	96	.	-3	-9	102	1	102	-2	3	.
Cc1ccc2c(c1)C(=O)C(=O)N2CCCOc1ccccc1C	-2	86	30	1	-2	95	0	93	-1	0	-0.9
CCC(=O)Oc1ccc(C(=O)Nc2cccc(C(=O)NC(C)(C)C)c2)cc1	-3	94	19	0	-3	91	1	97	0	0	1.2
c1ccc2cc(Sc3ncnc4c3oc3ccccc34)ccc2c1	-8	98	2	-1	-1	99	-4	101	-2	-1	0.1
Cc1ccc(-n2nnnc2-c2cnoc2-c2cccc(F)c2)cc1	.	78	1	?	.	87	.	92	.	.	0.2
CO/N=C/c1ccc(N2CCN(C(=O)c3cccc(Cl)c3)CC2)c([N+](=O)[O-])c1	-10	103	10	-11	-7	103	-3	106	-10	-8	1.1
O=C(N[C@@H](Cc1c[nH]c2ccccc12)C(=O)O)c1ccc(Cl)cc1	-6	99	0	0	-4	101	0	99	0	1	0.2
CC1(C)CC(=O)C2=C(C1)N=C1SCCC(=O)N1C2c1ccc(C(F)(F)F)cc1 (stereo not drawn)	-12	101	8	-9	-22	102	-5	103	-8	-6	1.2
Cc1cc(C(=O)C(C)OC(=O)C2=NNC(=O)CC2)c(C)n1-c1ccc(OC(F)F)cc1 (stereo not drawn)	-8	103	2	-6	-6	97	-2	98	-13	0	2.0
Cc1ccc(CNC(=O)c2cn(C3CCCCC3)c(=O)c3c2c2ccccc2n3C)o1	-2	98	3	0	21	96	3	91	0	-4	0.8
COc1cccc(OCCSc2nc3ccccc3c(=O)[nH]2)c1	-2	102	2	-6	-3	?	-2	104	0	0	0.4
COc1cc([C@@H]2C[C@H]3CN(c4ccccc4)C(=O)[C@]34CCCN24)cc(OC)c1OC	-3	97	0	-5	-6	101	-6	101	-4	-2	1.3
Cc1cccc(C)c1NC(=O)CN1C(=O)NC(C)(CCc2ccccc2)C1=O (stereo not drawn)	1	100	17	-1	-4	107	0	103	1	-1	2.4
COc1cc(C(C)=O)ccc1OCCN1CCC(Cc2ccccc2)CC1	-3	99	2	-1	-5	95	-2	101	-6	-1	1.2
Cn1c(=O)n(C)c2cc(NC(=O)C(F)(F)F)ccc21	1	93	8	2	-3	91	2	94	-3	-1	0.7
COc1ccc(OC)c(NC(=S)N(CCc2c(C)[nH]c3ccccc23)Cc2cccs2)c1	-1	.	9	-1	1	.	-2	.	-1	0	0.7
Cc1ccc(NCCC(=O)c2ccc(Cl)cc2)cc1C	-2	114	1	-2	1	112	0	109	0	0	0.3
CNC(=O)COC(=O)c1ccc(Cl)c(S(=O)(=O)N2CCCC2)c1	-3	100	-1	-3	-2	102	2	101	-2	0	-0.3
Clc1cccc(CSC2=NCCCN2)c1	-1	101	2	-2	-1	104	-5	104	-5	-4	0.3
Cc1ccc(CNC(=O)C(=O)NCC2OCCN2S(=O)(=O)c2ccc3c(c2)OCCO3)cc1 (stereo not drawn)	-6	89	2	1	0	96	-2	94	-2	-1	0.6
O=S(=O)(NCC1CCCO1)c1ccc(-c2ccc(Cl)cc2)cc1 (stereo not drawn)	-4	100	33	-6	-6	?	-4	100	-2	-1	1.7
Cc1onc(-c2ccccc2Cl)c1C(=O)OCC(=O)c1c(N)n(C)c(=O)n(C)c1=O	-4	100	2	-5	-8	?	-4	100	-2	-4	1.1
COc1ccc(Cc2noc(CN(C)Cc3ccc(-n4cccn4)cc3)n2)cc1OC	-2	105	1	-2	-5	102	-1	101	-1	-1	0.4
Cc1c(C(=O)O)cccc1-n1c(C)cc(C=O)c1C	-2	101	1	0	5	100	0	100	1	-4	0.2
CCCCCOC(=O)Nc1nnc(CCCCC)s1	-6	90	1	-6	-9	97	0	93	-5	-2	0.3
CN(CC(=O)O/N=C(\N)c1cccc([N+](=O)[O-])c1)S(=O)(=O)c1ccccc1	-9	104	7	-8	-10	107	-1	103	-7	-2	0.5
Cn1c(NC(=O)c2cccc(C(F)(F)F)c2)cc(=O)n(C)c1=O	-5	102	9	-5	-6	103	1	98	-3	1	1.8
Cc1ccc(-c2csc3ncnc(-n4cnc5ccccc54)c23)cc1	-8	99	10	0	-5	103	-6	98	-7	-3	1.0
O=C(Nc1ccccc1F)Nc1ccccc1Br	-4	103	6	0	-3	104	0	102	-1	-1	0.4
CNc1ncnc2sc(-c3ccccc3)cc12	-2	24*	4	0	0	11*	0	16*	-2	-1	-0.3
CC(C)N1CCN(Cc2ccc(C#CC(C)(C)O)s2)CC1CCO (stereo not drawn)	-1	99	0	-5	-8	99	-2	97	-5	-1	-0.2
COc1ccc(-n2cc(CN(C)Cc3n[nH]c(=O)[nH]3)c(-c3cccc(F)c3)n2)cc1	-3	97	8	2	-6	96	0	101	-2	3	0.1
N#C/C(=C\N1CCN(Cc2ccc3c(c2)OCO3)CC1)c1nc2ccccc2s1	-6	106	16	0	1	104	-7	102	-5	-7	13

The final three records of the section before lead into the next:
SMILES	Bim-Bcl-B	RGS4-Gao reg	ABCG2 block	Bcl-2 Bim block	Bim-Bfl-1	RGS7-Gao	Bcl-W Bim block	RGS8-Gao reg	Bim-Bcl-XL	Bim-Mcl-1	ABCB1 inh
CC(C)N1CCN(Cc2ccc(C#CC(C)(C)O)s2)CC1CCO (stereo not drawn)	-1	99	0	-5	-8	99	-2	97	-5	-1	-0.2
COc1ccc(-n2cc(CN(C)Cc3n[nH]c(=O)[nH]3)c(-c3cccc(F)c3)n2)cc1	-3	97	8	2	-6	96	0	101	-2	3	0.1
N#C/C(=C\N1CCN(Cc2ccc3c(c2)OCO3)CC1)c1nc2ccccc2s1	-6	106	16	0	1	104	-7	102	-5	-7	13
CN1CCNC(=O)C1CC(=O)O (stereo not drawn)	0	105	0	-3	-8	103	0	103	-2	-2	0.2
CCCn1c2c(c(O)c(C(=O)Nc3ccc(OCC)cc3)c1=O)CCCC2	-3	103	2	-2	-3	101	0	100	0	-2	0.3
Cc1nc(CN(C)C(=O)c2cc(COc3c(F)cccc3F)on2)cs1	-7	101	5	-2	-6	101	-4	104	-2	-3	1.3
c1ccc(C(c2ccccc2)N2CCN(c3nc4ccccc4n4cnnc34)CC2)cc1	0	97	4	-1	0	100	0	99	-1	-5	1.2
COc1cc(Cl)c(C)cc1NC(=O)CSc1ccccc1	-6	95	16	-8	-13	93	-2	80	-4	-3	0.5
Cc1nnc(NC(=O)c2sc3ccccc3c2Cl)s1	-4	103	0	-2	-7	104	2	97	-1	1	0.0
CCCCc1ccc(NC(=O)N[C@H](C(=O)O)C(C)CC)cc1 (stereo partly drawn)	1	81	1	3	5	83	2	78	1	-4	0.2
CCN(CC)S(=O)(=O)c1cccc(-c2nnc(SCC(=O)NCCC3=CCCCC3)n2N)c1	0	99	2	-1	-4	99	-2	100	-3	0	0.6
Cc1onc(-c2ccccc2Cl)c1C(=O)N1C=CC(C(F)(F)Cl)=NCC1	-5	89	0	-5	-5	101	2	97	-3	0	0.1
O=C(OCCN1C(=O)c2ccccc2C1=O)c1cccs1	-6	130	5	-6	-5	126	-3	140	-5	-9	0.6
CCCn1c(SCN2C(=O)c3ccccc3C2=O)nc2cc(Cl)ccc2c1=O	-6	102	4	-3	-2	103	-4	102	-10	-4	3.1
O=c1c(Br)c(N2CCOCC2)cnn1-c1ccccc1	-11	100	7	0	-2	104	-2	100	-5	1	0.0
CN1CCN(C(=O)c2ccc3c(=O)n(Cc4ccco4)c(=S)[nH]c3c2)CC1	-9	121	1	-10	-6	115	0	109	-19	0	0.9
Cn1c(SCC(=O)NCC2CCCO2)nnc1-c1cccc(NC(=O)c2ccccc2F)c1 (stereo not drawn)	-5	105	10	-5	-4	?	-2	103	-3	1	1.0
O=C(Nc1nc2ccccc2s1)c1ccc2c(c1)S(=O)(=O)c1ccccc1C2=O	-8	90	1	1	-5	102	-2	100	-3	-1	-0.5
Cc1cc(F)ccc1S(=O)(=O)Nc1ccccc1C(=O)Nc1ncn[nH]1	-6	102	-1	-2	-8	100	1	101	0	2	0.1
Cc1cc(C)cc(N(CC(=O)Nc2ccc(-c3nc4ccc(C)cc4s3)cc2)S(C)(=O)=O)c1	-14	100	-1	-8	-16	99	-7	100	-9	0	-0.3
O=C1OC(Nc2nc3ccccc3s2)c2ccccc21 (stereo not drawn)	-5	99	-1	-8	-9	102	1	100	4	0	-0.2
CCOC(=O)C1=NNC(C(=O)c2ccc(Cl)cc2)C1c1ccccc1 (stereo not drawn)	-8	103	5	-6	-14	99	-5	100	-6	-3	1.0
CCCCCNC(=O)C1CCC(Cn2c(=S)[nH]c3ccccc3c2=O)CC1 (stereo not drawn)	-9	101	0	-5	-3	103	-3	100	-4	-2	0.1
